AddAB inh – less growth of phage-infected E. coli with AddAB. actives 0.29% (n = 330,000). inhibition, % at 11.9 µM. E. coli expressing H. pylori AddAB, absorbance growth; in the data active = inhibition above about 12%;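 also: 0% = vehicle wells of infected cells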
phage Ecoli inh – E. coli growth loss with phage present; growth absorbance; inhibition, % at 11.9 µM; actives 0.26% (n = 360,000); AID 651602; in the data active = inhibition above about 11%
HTR5A inv ag – counter-screen for OPRM1-OPRD1 inverse agonists: human HTR5A inverse agonism; HTR5A cell line, luminescence; actives 0.083% (n = 340,000); P47898; inhibition, % at 9.3 µM; in the data active = inhibition mostly above about 23%, no sharp cut-off; inactive = mostly below about 18%;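 also: 0% = cells with DMSO and 100% = no-cell wells with DMSO; some compounds called inactive have numbers as strong as hits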
Target sequence (P47898 whole entry, looked up): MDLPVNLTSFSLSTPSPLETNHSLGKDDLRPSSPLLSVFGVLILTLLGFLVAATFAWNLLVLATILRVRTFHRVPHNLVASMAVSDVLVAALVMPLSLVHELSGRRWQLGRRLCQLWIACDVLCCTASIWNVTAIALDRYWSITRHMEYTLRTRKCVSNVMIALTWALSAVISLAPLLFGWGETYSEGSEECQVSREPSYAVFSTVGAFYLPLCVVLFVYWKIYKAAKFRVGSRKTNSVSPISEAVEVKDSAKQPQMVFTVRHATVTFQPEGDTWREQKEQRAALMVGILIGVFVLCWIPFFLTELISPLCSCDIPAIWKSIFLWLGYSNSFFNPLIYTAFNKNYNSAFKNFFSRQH
PfHsp90 set2 – inhibits growth of yeast expressing Plasmodium falciparum Hsp90; S. cerevisiae expressing PfHsp90, BacTiter-Glo ATP, 48 h; yeast lacking PDR1 and PDR3 efflux regulators; inhibition, % at 9.4 µM; actives 0.32% (n = 310,000); AID 504621;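 active = every replicate shows inhibition above about 80%, whatever the replicate mean, limit read from the data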;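 also: 0% = DMSO neutral controls and 100% = 20 µM radicicol positive controls; yeast relying on Plasmodium falciparum Hsp90 in place of its own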
Tat export inh – E. coli Tat transport inhibition. E. coli MC4100 TorA-mCherry Tat export, fluorescence. inhibition, % at 10 µM. actives 0.036% (n = 340,000);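 active = mean replicate inhibition at least 50% and at least half of replicates individually reaching 50%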;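 also: exported cargo escapes ClpAP degradation while cytoplasmic cargo is degraded and loses fluorescence; 0% = median of neutral control wells and 100% = median of NaSCN control wells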
PKA-R1A act – PKA-R1A complex activation; P00514+P68181; activation, % at 11.4 µM; AID 504707; PKA-R1A dissociation, Cy5-IP20 fluorescence polarization; scaled: DMSO 0%, 113 µM cGMP 100%; actives 0.083% (n = 340,000);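 active = percent activation above the mean of all tested compounds plus 3 SD, cut at about 19% in these data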;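 also: higher means more PKAc released from R1A so a rise in polarization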
Ecoli viability – counter-screen for AddAB inhibitors: E. coli growth inhibition. actives 0.27% (n = 330,000). E. coli V3065 growth, OD600 absorbance, 18 h. inhibition, % at 11.9 µM. AID 449728;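 active = inhibition above the campaign's mean inhibition across all tested compounds plus 3 SD, cut at about 9.9% in these data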;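 also: uninfected addAB+ strain grown without phage in ampicillin broth; 0% = DMSO wells and 100% = ciprofloxacin 0.95 µg/ml wells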
PKA-R2B activ – activators of human PKA-R2B complex | P22694+P31323 | PKA-R2B holoenzyme dissociation, Cy5-IP20 fluorescence polarization; R2B truncated from residue 108, S112A mutant; 0% DMSO only, 100% 113 µM cGMP | activation, % at 11.4 µM | actives 0.079% (n = 340,000);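 active = activation above a cutoff set at the mean over all compounds plus 3 SD, cut at about 18% in these data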;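 also: higher means more holoenzyme dissociation and a rise in polarization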
Target sequence (P31323 whole entry, looked up, other chains not shown, the tested form may be a part): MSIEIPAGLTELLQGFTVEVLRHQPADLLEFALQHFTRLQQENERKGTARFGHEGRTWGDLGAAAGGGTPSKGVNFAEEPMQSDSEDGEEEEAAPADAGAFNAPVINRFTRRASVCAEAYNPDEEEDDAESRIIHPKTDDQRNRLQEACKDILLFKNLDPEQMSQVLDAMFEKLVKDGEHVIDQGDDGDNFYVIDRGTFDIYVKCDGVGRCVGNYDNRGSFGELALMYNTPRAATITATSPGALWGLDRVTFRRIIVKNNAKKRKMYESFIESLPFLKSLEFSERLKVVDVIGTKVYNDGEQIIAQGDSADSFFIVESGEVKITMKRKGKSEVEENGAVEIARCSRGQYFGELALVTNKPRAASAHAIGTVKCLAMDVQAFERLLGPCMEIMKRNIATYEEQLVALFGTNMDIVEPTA
MOR-DOR inv ag – inverse agonist of human OPRM1-OPRD1 heterodimerization | actives 0.21% (n = 340,000) | inhibition, % at 9.3 µM | P35372+P41143 | cell-based MOR-DOR heterodimer luminescence, inverse agonism; in the data active = inhibition above about 22%, passing the limit was not always enough;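 also: 0% = cells with DMSO and 100% = wells without cells with DMSO; values of inactives mirror those of a sister screen read the other way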
OPRM1-OPRD1 ag – agonists of human mu-delta opioid receptor heterodimerization; P35372+P41143; cells, OPRM1-OPRD1 heterodimerization, luminescence; activation, % at 9.3 µM; actives 0.3% (n = 340,000); in the data active = activation above about 18%;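 also: 0% = vehicle-treated cells and 100% = reference agonist; values of inactives mirror those of a sister screen read the other way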
Mot1-301 SUMO – inhibitors of SUMOylation pathway: yeast Mot1-301 growth rescue. growth rescue, % at 18.8 µM. S. cerevisiae Mot1-301 growth rescue, ATP luminescence, 38.5C; percent above DMSO median, 100 means doubled. actives 1% (n = 320,000);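 active = every valid replicate shows activation above 250% relative to neutral control wells; inactive = the rest, any valid replicate at or below 250%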;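 also: OY570 slx delta 5 strain wells were the positive control but not used for scaling; some compounds called inactive have numbers as strong as hits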
The depositor's hits bear a star; / = no result given.

1	CCC(=O)Nc1ccc(C(=O)CSc2nnc(-c3cccnc3)o2)cc1
2	CCOC(=O)c1c(-c2ccc3ccccc3c2)csc1NC(=O)CCCC(=O)O
3	COc1cccc(C(=O)O/N=C(\N)c2ccncc2)c1OC
4	COC(OC)C12c3ccccc3C(c3ccccc31)C1C(=O)N(c3cccnc3)C(=O)C12 (stereo not given)
5	C/C(CC(=O)NCc1ccc(Cl)cc1)=N\NC(=O)COc1ccc(C)cc1Br
6	C#CCOCCOCCOCCNc1nc(N2CCOCC2)nc(N2CCN(C(=O)[C@H]([C@@H](C)CC)n3cc([C@@H](N)CO)nn3)CC2)n1
entry no.	1	2	3	4	5	6
AddAB inh	-0.2	/	1.2	0.2	0.5	1.4
phage Ecoli inh	1.8	1.8	2.8	0.3	2.2	2.4
HTR5A inv ag	13	0	-1	-6	-19	-17
PfHsp90 set2	3	-28	-7	-14	2	-1
Tat export inh	6	1	7	3	1	-14
PKA-R1A act	-1	-2	-5	-4	1	1
Ecoli viability	-3.9	/	-1.5	1.9	-0.5	-2.1
PKA-R2B activ	-4	-13	-5	-1	-7	-5
MOR-DOR inv ag	1	3	-16	-3	5	14
OPRM1-OPRD1 ag	-0.2	-0.5	2.6	0.8	-1.0	-2.5
Mot1-301 SUMO	3	/	0	15	-3	13

7	O=C(NCCc1csc(-c2cccnc2)n1)c1cccs1
8	Cc1ccc(C)c(C(=O)CN2C(=O)NC3(CCCCCC3)C2=O)c1
9	CCN(CC)CCCNc1cc2n(c(=O)n1)CCc1cc(OC)c(OC)cc1-2
10	O=C(Nc1c(C(=O)O)[nH]c2ccccc12)c1cccc(C(F)(F)F)c1
11	Cc1ccc2oc(NC(=O)N3CCOCC3)cc(=O)c2c1
12	CCOC(=O)C1CCN(Cc2cnc(Oc3ccc(Cl)cc3C)s2)CC1
entry no.	7	8	9	10	11	12
AddAB inh	5.7	/	2.7	0.9	4.1	0.6
phage Ecoli inh	1.1	2.3	0.7	1.2	1.1	1.3
HTR5A inv ag	3	-2	-10	13	-1	3
PfHsp90 set2	-4	11	1	19	/	-32
Tat export inh	20	-1	-4	-6	13	2
PKA-R1A act	-12	9	-4	-4	0	-13
Ecoli viability	0.8	/	-2.0	0.8	2.9	1.3
PKA-R2B activ	0	-6	-5	-2	4	-3
MOR-DOR inv ag	14	17	5	9	-9	-11
OPRM1-OPRD1 ag	-2.6	-3.4	-1.0	-1.7	1.6	2.1
Mot1-301 SUMO	19	/	17	-10	-20	117

13	CCCSc1nc(N)nc(-c2cccs2)c1C#N
14	CCCN1C(=O)/C(=C/c2ccc(OCC(=O)OCC)cc2)NC1=S
15	CNC(=O)C(NC(=O)c1ccccc1)=C(C)C
16	CC(=O)c1cnc2nc(SCc3ccc(C)cc3)nn2c1C
17	c1ccc2c(c1)ccc1nnc(SCc3ccc4c(c3)OCO4)n12
18	N#Cc1cc(C(=O)c2cc(Br)ccc2O)cn(Cc2ccccc2)c1=O
entry no.	13	14	15	16	17	18
AddAB inh	3.5	/	2.0	0.3	-0.4	-0.6
phage Ecoli inh	4.5	2.9	3.1	1.8	1.6	0.8
HTR5A inv ag	10	13	7	-3	-20	12
PfHsp90 set2	-122	2	-2	-3	25	-8
Tat export inh	5	2	3	-10	-4	-6
PKA-R1A act	-3	6	4	-9	0	-4
Ecoli viability	0.2	/	-0.2	1.6	0.8	-2.1
PKA-R2B activ	-10	-3	6	-4	-11	2
MOR-DOR inv ag	-15	0	3	13	9	-61
OPRM1-OPRD1 ag	3.3	-0.1	-0.7	-2.5	-1.8	11
Mot1-301 SUMO	22	/	-9	9	-10	9

19	COCCN(CCOC)c1nc(N)c2c(N)nc3c(c2c1C#N)CC(=O)N3Cc1ccc(Cl)cc1
20	COc1ccc(NS(=O)(=O)c2ccc(C)c(C(=O)N(C)CC(=O)Nc3cccc(OC)c3)c2)cc1
21	O=C(CN1C(=O)C2CC=CCC2C1=O)Nc1nnc(SCc2ccc(F)cc2)s1 (stereo not given)
22	Cc1cc(C)nc(N/N=C/c2ccc(Cl)cc2)n1
23	CN(CC(=O)NCCc1ccc(S(N)(=O)=O)cc1)CC(=O)Nc1ccc(F)c(F)c1F
24	COc1ccc(Cl)c2sc(N(CCN(C)C)C(=O)c3ccc4c(c3)OCCO4)nc12
entry no.	19	20	21	22	23	24
AddAB inh	2.1	-2.6	0.2	-2.1	-0.8	4.2
phage Ecoli inh	2.0	3.2	-0.2	1.3	2.9	4.0
HTR5A inv ag	2	-21	-17	-16	-8	-4
PfHsp90 set2	-5	/	-3	-22	-24	/
Tat export inh	-8	1	-7	4	-3	1
PKA-R1A act	-8	12	-3	0	-10	-5
Ecoli viability	0.7	0.3	-1.1	-2.9	-1.8	0.4
PKA-R2B activ	-3	-6	2	1	-3	-17
MOR-DOR inv ag	14	0	5	10	17	-10
OPRM1-OPRD1 ag	-2.3	0.0	-0.9	-1.9	-3.5	1.8
Mot1-301 SUMO	-7	-7	-1	8	-5	0

25	CCOC(=O)c1c(NC(=O)c2ccc(Br)o2)sc2c1CCCC2
26	CSc1nc(C(=O)N2CCCC(C(=O)c3ccc(Cl)cc3)C2)cs1 (stereo not given)
27	COc1ccc(/C=C2/C(=O)N(Cc3ccccc3)N=C2C)cc1
28	CCOc1ccc(CCNC(=O)c2cccc(NC3=NC4CS(=O)(=O)CC4S3)c2)cc1 (stereo not given)
29	COc1ccc(CN(C)C(=O)Cn2ccc(NC(=O)OCc3ccccc3)nc2=O)cc1OC
30	O=C(OC1CCOC1=O)c1cccc(S(=O)(=O)N2CCc3ccccc3C2)c1 (stereo not given)
entry no.	25	26	27	28	29	30
AddAB inh	-2.7	0.6	-0.2	1.3	-1.8	1.6
phage Ecoli inh	1.6	0.6	1.2	2.4	0.6	2.5
HTR5A inv ag	-29	4	-13	-3	-1	7
PfHsp90 set2	/	2	18	31	6	-8
Tat export inh	-6	-4	4	4	7	-5
PKA-R1A act	-17	-3	-5	-12	5	-1
Ecoli viability	-3.7	-1.6	0.3	-1.1	0.4	-2.3
PKA-R2B activ	-8	7	-2	-9	3	-8
MOR-DOR inv ag	10	7	14	1	4	9
OPRM1-OPRD1 ag	-1.9	-1.4	-2.6	-0.1	-0.7	-2.0
Mot1-301 SUMO	-1	9	38	18	3	17

31	Nc1nonc1-n1nnc(C(=O)N/N=C/c2ccccc2)c1CN1CCc2ccccc21
32	CC12CCC(C(S(=O)(=O)Nc3ccccc3)C1=O)C2(C)C (stereo not given)
33	N#Cc1ccccc1NC(=O)c1ccccc1OCC(=O)NCc1ccco1
34	COc1cc(-c2nc(-c3cccc(C(F)(F)F)c3)no2)cc(OC)c1OC
35	COc1cc(O)c(C(CCN2CCCC(C)C2)c2ccc(N(C)C)cc2)c(OC)c1 (stereo not given)
36	Cc1ccc(-n2ncc(C#N)c2/N=C/N2CCCCCC2)cc1
entry no.	31	32	33	34	35	36
AddAB inh	3.9	/	0.5	2.8	4.5	2.4
phage Ecoli inh	-1.7	3.8	/	1.5	-2.1	1.0
HTR5A inv ag	-12	-1	-9	-5	-11	-36
PfHsp90 set2	-17	-12	/	-7	-16	4
Tat export inh	2	-2	-1	-3	-3	0
PKA-R1A act	-8	2	-1	6	5	6
Ecoli viability	-3.0	/	0.9	0.7	-0.5	0.6
PKA-R2B activ	-12	0	3	0	-10	-11
MOR-DOR inv ag	-11	3	7	-2	6	12
OPRM1-OPRD1 ag	1.8	-0.6	-1.2	0.4	-1.0	-2.3
Mot1-301 SUMO	-8	/	-7	-21	17	-12

37	Cc1noc(C)c1COc1ccc(C(=O)OC(C)C(=O)Nc2ccc(N3CCOCC3)cc2)cc1 (stereo not given)
38	COc1ccc(CSc2nc3nc(C)cc(C)n3n2)cc1F
39	COc1ccc(-c2cc(C)no2)cc1S(=O)(=O)N1CCOc2ccc(Cl)cc21
40	C/C=C(/C)C(=O)O[C@@H]1Cc2c(ccc3ccc(=O)oc23)OC1(C)C
41	Cn1c(N)c(C(=O)COC(=O)CSc2ccccc2)c(=O)n(C)c1=O
42	Cn1cnnc1SCC(=O)NCCc1ccccc1
entry no.	37	38	39	40	41	42
AddAB inh	-0.9	-0.4	-1.0	3.9	1.2	3.9
phage Ecoli inh	3.4	-0.2	2.2	2.8	2.6	3.1
HTR5A inv ag	-13	6	-29	-10	20	13
PfHsp90 set2	18	-59	-8	6	24	/
Tat export inh	-14	0	-9	7	-11	-2
PKA-R1A act	-2	-3	-2	-10	6	4
Ecoli viability	-1.3	0.9	-1.7	0.3	1.6	0.3
PKA-R2B activ	3	-2	-8	-7	14	0
MOR-DOR inv ag	15	18	5	-2	-7	15
OPRM1-OPRD1 ag	-3.1	-4.0	-0.9	0.5	1.1	-3.2
Mot1-301 SUMO	18	-6	2	9	-7	-20

43	CC(C)CC(=O)Nc1ccc(C(=O)Cn2nc(C(=O)O)c3ccccc3c2=O)cc1
44	Cc1cc(C(=O)N/N=C\c2cc(C(C)(C)C)ccc2O)n[nH]1
45	CCNC(=O)c1c(C)nc2ccccn12
46	CC(=O)Oc1c(S(=O)(=O)c2ccccc2)c(C)nn1C(C)(C)C
47	COC1C=CC(CNC(=O)c2cc3c(=O)n4cccc(C)c4nc3n2C)(OC)O1 (stereo not given)
48	Cc1cccc(C)c1NC(=O)NC1(C(=O)N2CCN3CCCC3C2)CCCCC1 (stereo not given)
entry no.	43	44	45	46	47	48
AddAB inh	1.2	7.8	-0.5	-0.2	1.5	3.6
phage Ecoli inh	1.7	/	3.9	2.2	5.5	1.5
HTR5A inv ag	-34	-28	-38	-17	-7	-1
PfHsp90 set2	-18	18	-31	/	16	-10
Tat export inh	7	-18	10	2	-2	3
PKA-R1A act	-11	-3	-16	-6	0	0
Ecoli viability	-2.3	-3.7	-0.8	-2.8	0.8	3.2
PKA-R2B activ	18	-13	4	4	-7	-13
MOR-DOR inv ag	6	12	16	2	-12	9
OPRM1-OPRD1 ag	-1.0	-2.3	-2.8	-0.4	1.9	-1.2
Mot1-301 SUMO	128	-15	/	-7	-21	0

Some of the entries above, reformatted.
nr	structure	AddAB inh	phage Ecoli inh	HTR5A inv ag	PfHsp90 set2	Tat export inh	PKA-R1A act	Ecoli viability	PKA-R2B activ	MOR-DOR inv ag	OPRM1-OPRD1 ag	Mot1-301 SUMO
46	CC(=O)Oc1c(S(=O)(=O)c2ccccc2)c(C)nn1C(C)(C)C	-0.2	2.2	-17	/	2	-6	-2.8	4	2	-0.4	-7
45	CCNC(=O)c1c(C)nc2ccccn12	-0.5	3.9	-38	-31	10	-16	-0.8	4	16	-2.8	/
44	Cc1cc(C(=O)N/N=C\c2cc(C(C)(C)C)ccc2O)n[nH]1	7.8	/	-28	18	-18	-3	-3.7	-13	12	-2.3	-15
47	COC1C=CC(CNC(=O)c2cc3c(=O)n4cccc(C)c4nc3n2C)(OC)O1 (stereo not given)	1.5	5.5	-7	16	-2	0	0.8	-7	-12	1.9	-21
43	CC(C)CC(=O)Nc1ccc(C(=O)Cn2nc(C(=O)O)c3ccccc3c2=O)cc1	1.2	1.7	-34	-18	7	-11	-2.3	18	6	-1.0	128
48	Cc1cccc(C)c1NC(=O)NC1(C(=O)N2CCN3CCCC3C2)CCCCC1 (stereo not given)	3.6	1.5	-1	-10	3	0	3.2	-13	9	-1.2	0

Screening data from PubChem.
